Bioassay records deposited in PubChem by National Center for Advancing Translational Sciences (NCATS).
Pol eta inh: inhibitors of human DNA polymerase eta. Q9Y253. 390,000 tested, 1.2% active. recombinant Pol eta, fluorescent DNA replication assay. Potency, µM (highest dose often 114 µM), inactives show at the highest dose activity change, negative = inhibition, most hits filed as inhibitors; note: potency is the fitted concentration of half-maximal effect; % is set by controls: 0 for no effect and ±100 for the full control effect
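Pol eta (10 nM) was preincubated with compounds for 15 min at room temperature, after which fluorescent replication substrate (50 nM final) was added to start the reaction. Fluorescence was read kinetically at 0 and 10 min.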
Pol kappa inh: inhibitors of human DNA polymerase kappa. purified Pol kappa, fluorescent DNA synthesis assay, 10 min. Potency, µM (highest dose often 107 µM), inactives show at the highest dose activity, negative = inhibition, hits mostly inhibitors. 400,000 tested, 0.53% active. AID 588579; note: potency is the fitted concentration of half-maximal effect; % is set by controls: 0 for no effect and ±100 for the full control effect
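Readout: fluorescence, taken kinetically at 0 and 10 min. Conditions: 10 nM Pol kappa, 15 min RT compound preincubation, 50 nM substrate final. Controls: enzyme-free buffer wells.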
POLB inh: inhibitors of human DNA polymerase beta; Potency, µM (highest dose often 114 µM), for the others: at the highest dose activity change, negative = inhibition, usual class: inhibitors; 340,000 tested, 1.3% active; P06746; Pol beta primer extension/strand displacement, fluorescence kinetic; AID 485314; note: potency is the fitted concentration of half-maximal effect; % is set by controls: 0 for no effect and ±100 for the full control effect
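Human Pol beta at 10 nM; strand-displacement substrate 50 nM final. Compound exposure 15 min at room temperature before start, reaction 10 min at room temperature.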
Apoferritin bind: candidate novel general anesthetic via apoferritin binding | P02791 | apoferritin/1-aminoanthracene competitive binding, fluorescence | Potency, µM (series often up to 77.5 µM), inactives show top-dose activity change, negative = displacement, hits mostly inhibitors | 350,000 tested, 0.074% active; note: potency is the fitted concentration of half-maximal effect; % is set by controls: 0 for no effect and ±100 for the full control effect; nearly all actives have a fitted effect of over 20% in size
Target sequence (P02791 2-175 limits assumed): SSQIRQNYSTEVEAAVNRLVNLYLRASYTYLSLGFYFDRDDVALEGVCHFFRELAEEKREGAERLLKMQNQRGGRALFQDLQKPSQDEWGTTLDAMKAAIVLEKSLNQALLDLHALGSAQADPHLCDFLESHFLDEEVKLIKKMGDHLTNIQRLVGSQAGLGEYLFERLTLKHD
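Apoferritin-based anesthetic binding model; compound displacement of fluorescent 1-AMA measured as endpoint fluorescence after 10 minutes at room temperature, scaled to free-ligand and complex controls.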
APEX1 inh: inhibitors of human APE1 endonuclease; Potency, µM (series often up to 65.8 µM), for inactives: at the top dose activity change, negative = inhibition, actives largely listed as inhibitors; recombinant APE1, TAMRA/BHQ-2 abasic DNA cleavage fluorescence; 350,000 tested, 0.35% active;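 note: potency is the fitted concentration of half-maximal effect; plate controls were vehicle for no effect and reference inhibitor for full effect; nearly all actives have a fitted effect of over 55% in size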
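Incision of a quenched TAMRA/BHQ-2 THF abasic-site duplex (50 nM) by 0.75 nM APE1, after 15 min compound preincubation, measured as fluorescence increase over three 60 s reads. Values normalized to buffer, DMSO and NSC13755 control wells.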
POLI inh: blocks human DNA polymerase iota activity | Potency, µM (doses to about 115 µM), for the others: at the top dose activity, negative = inhibition, hits mostly inhibitors | Q9UNA4 | 390,000 tested, 1% active | Pol iota fluorescent replication assay, 10 min; note: potency is the fitted concentration of half-maximal effect
Target sequence (Q9UNA4 whole entry, looked up): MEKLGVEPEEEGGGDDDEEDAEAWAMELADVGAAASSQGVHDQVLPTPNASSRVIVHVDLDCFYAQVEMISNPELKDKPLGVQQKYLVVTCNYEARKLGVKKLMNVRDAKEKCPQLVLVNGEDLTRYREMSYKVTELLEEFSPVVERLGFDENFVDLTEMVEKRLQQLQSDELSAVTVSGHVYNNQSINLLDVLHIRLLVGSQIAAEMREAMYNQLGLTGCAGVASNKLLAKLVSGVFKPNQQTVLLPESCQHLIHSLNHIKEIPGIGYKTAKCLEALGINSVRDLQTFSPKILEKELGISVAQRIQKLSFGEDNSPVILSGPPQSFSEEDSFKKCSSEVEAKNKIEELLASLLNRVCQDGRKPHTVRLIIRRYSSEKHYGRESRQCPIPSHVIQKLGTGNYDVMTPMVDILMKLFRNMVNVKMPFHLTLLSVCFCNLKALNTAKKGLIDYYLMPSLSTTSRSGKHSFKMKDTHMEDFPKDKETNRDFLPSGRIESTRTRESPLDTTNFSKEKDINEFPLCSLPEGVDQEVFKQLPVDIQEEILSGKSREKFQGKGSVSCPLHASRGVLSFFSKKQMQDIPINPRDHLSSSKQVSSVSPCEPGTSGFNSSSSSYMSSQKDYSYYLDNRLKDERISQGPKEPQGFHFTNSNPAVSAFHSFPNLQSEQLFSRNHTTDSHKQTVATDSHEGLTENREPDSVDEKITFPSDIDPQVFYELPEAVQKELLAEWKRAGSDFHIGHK
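Pol iota at 10 nM preincubated 15 min with compounds at room temperature; reaction started with fluorescent substrate, 50 nM final. Fluorescence read kinetically at 0 and 10 min; buffer-only wells as negative control.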
BLM helicase inh: Bloom syndrome helicase (human) inhibition | recombinant BLM DNA unwinding, fluorescence dequenching | Potency, µM (doses to about 56.1 µM), for the others: at the top dose activity change, negative = inhibition, most hits filed as inhibitors | 350,000 tested, 0.2% active | P54132;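 note: potency is the fitted concentration of half-maximal effect; plate controls were vehicle for no effect and no enzyme for full effect; nearly all actives have a fitted effect of over 35% in size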
Glioma ERSR ind: inducers of ER stress response in human glioma cells. U87-MG GRP78 promoter luciferase reporter, 16 h. Potency, µM, for inactives: top-dose activation, most hits filed as activators. 420,000 tested, 0.02% active; note: potency is the fitted concentration of half-maximal effect; series mostly up to about 76 µM; % of control where 0% means no effect; nearly all actives have a fitted effect of over 35% in size
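Stably transfected U87-MG human glioma cells carrying a GRP78-based luminescent sensor were seeded at 1000 cells/well, pin-dosed with compounds and incubated 16 h. Luciferase reagent was then added, and end-point luminescence was read after 10 min at room temperature.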
LDHA block: blocks human lactate dehydrogenase A; purified LDHA, NADH/diaphorase-resazurin fluorescence; active compounds read low; activity change, % (values are at about 110 or 230 µM); P00338; 480,000 tested, 0.15% active; in the data active = activity change below about -30%; inconclusive = mostly about -25% to -30%;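 note: plate controls were DMSO wells for no effect and wells without enzyme for full effect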
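Resorufin fluorescence (ex540/em590), read at 0 and 20 min after diaphorase/resazurin addition, reports the NADH left after a 5 min room-temperature reaction of 2 nM human LDH5 with 0.06 mM NADH and 0.2 mM pyruvate.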
* = called active by the depositor; ? = inconclusive; nt = not tested or not shown; [ ] = dose if it differs, or a comment. Unless noted, calls come from the whole dose curve; as a rule, active = well fitted curve in the direction sought with a large enough effect; inconclusive = small, poorly fitted or top-dose-only effect, or another doubt; inactive = no such curve, though single readings can be large; an effect the other way counts as inactive or inconclusive. This is a subset; rates above refer to the full screens.

1. Cc1cc(C)c2sc(N(Cc3cccnc3)C(=O)CCOc3ccccc3)nc2c1
2. O=C(c1ccncc1)N1CCN(C(=O)c2cccs2)CC1
3. Cc1ccc(/C(N)=N/OC(=O)C23CC4CC(CC(C4)C2)C3)cc1
4. COc1ccc2nc(NCc3ccc(OC)c(OC)c3OC)sc2c1
5. COc1ccc(NC2=CC(=O)CC(c3ccc(C)cc3)C2)c(OC)c1 (stereo unspecified)
6. COc1ccc(OC)c(NC(=O)c2ccc(NC3=NC4CS(=O)(=O)CC4S3)cc2)c1 (stereo unspecified)
7. CCN1C(C)=C(C(=O)OC)C(c2ccccc2)N2C(=O)[C@@]3(C(=O)OC)O[C@@]12C1C(=O)N(C)C(=O)C13 (stereo partly specified)
8. Cc1nc2ccccc2c(=O)n1/N=C/c1ccc(OC(F)F)cc1
entry no.	1	2	3	4	5	6	7	8
Pol eta inh	-15.4%	-2.6%	-5.7%	-20.4%	-9.0%	-9.6%	nt	7.8%
Pol kappa inh	-10.9%[60.1 µM]	1.0%	-10.0%	-7.2%	-26.6%	4.0%	nt	0.5%
POLB inh	-8.3%	4.7%	14.7%	nt	nt	-12.8%	nt	66.0%
Apoferritin bind	90.0%[activator]	-6.4%	-3.9%	nt	nt	-23.5%	2.1%[15.3 µM]	-3.5%
APEX1 inh	nt	-6.9%	1.6%	nt	nt	-4.0%	?	-7.9%
POLI inh	5.7%	11.5%	47.7%[activator]	-10.8%	7.2%	52.6%[activator]	nt	145.6%[activator]
BLM helicase inh	-16.9%	1.0%	0.8%	nt	nt	-3.7%	-6.2%[12.4 µM]	-1.3%
Glioma ERSR ind	-2.8%	4.1%	2.2%	1.6%	-4.5%	-2.7%	-1.6%	0.0%
LDHA block	-3.9	-2.4	-8.1	-1.3	-0.9	3.7	nt	-7.8

9. CC(C)Oc1cccc(C(=O)NC(=S)Nc2ccc(N3CCN(C)CC3)cc2)c1
10. O=C(NCc1ccc2c(c1)OCO2)c1ccc(CS(=O)Cc2ccc(Cl)cc2)o1 (stereo unspecified)
11. COc1ccc(C=O)cc1Cn1c(C)cc(C)c(C#N)c1=O
12. COC(=O)c1ccc(C2C(C(C)=O)=C(C)Nc3ncnn32)cc1 (stereo unspecified)
13. CC(=O)Nc1ccc(NC(=O)C2CCCN2S(=O)(=O)c2cccc(C(F)(F)F)c2)cc1 (stereo unspecified)
14. Nc1ncnc2c1nc(Cl)n2[C@@H]1O[C@H](CO)[C@@H](O)[C@@H]1O
15. c1ccc(CN(Cc2ccccc2)c2nn[nH]n2)cc1
16. CCCn1c(=N)n(CC(=O)c2ccco2)c2ccccc21
entry no.	9	10	11	12	13	14	15	16
Pol eta inh	-15.1%	-15.1%	-20.3%	-11.8%	-3.9%	nt	-7.4%	0.0%
Pol kappa inh	-0.9%	-17.3%	2.7%	-0.8%	3.2%	-16.1%	-4.6%	2.3%
POLB inh	7.3%	1.4%	-18.0%	26.0%	?	nt	5.3%	100.3%
Apoferritin bind	-1.3%	-10.9%	-10.3%	-2.7%	0.4%	nt	-3.5%	?
APEX1 inh	-1.2%	-22.6%	-2.1%	1.0%	13.9%	nt	0.2%	-6.0%
POLI inh	-11.4%	?	22.7%	?	22.6%	-2.8%	30.6%[activator]	10.2%
BLM helicase inh	-7.3%	0.6%	-1.5%	3.9%	-4.5%	nt	-1.1%	-9.7%
Glioma ERSR ind	2.1%	-6.1%	-2.0%	-1.8%	-6.1%	-4.8%	-1.9%	-5.8%
LDHA block	-1.6	-5.4	-7.9	-8.7	-0.4	-7.8	-0.6	-0.4

17. O=C(Oc1cccc(NC2=NS(=O)(=O)c3ccccc32)c1)c1ccncc1
18. Cc1onc(-c2ccccc2)c1-c1ccnn1C(=O)NC(C)C
19. CCOc1cc2c(cc1OCC)C(CC(=O)OC)N(C(=O)Nc1cc(OC)ccc1OC)CC2 (stereo unspecified)
20. Cc1cc(C)c(C)c(S(=O)(=O)NCc2ccc(C(=O)NCC3CCCO3)cc2)c1C (stereo unspecified)
21. CC(=O)[C@H]1[C@H](c2cccc(Cl)c2)C(C#N)(C#N)[C@@H]2c3ccccc3C=CN21
22. COc1ccccc1C(=O)N1C(CC(=O)Nc2ccc(C)c(C)c2)C(=O)NC2CCCCC21 (stereo unspecified)
23. Cc1cccc(C)c1NC(=O)CNC(=O)c1ccc(COc2ccccc2)cc1
24. COc1ccc(CN(C)CC(=O)Nc2ccccc2C(F)(F)F)c(OC)c1
entry no.	17	18	19	20	21	22	23	24
Pol eta inh	-18.7%	-21.4%	-13.9%	-15.0%	nt	-0.9%	-15.0%	-21.7%
Pol kappa inh	-13.6%	-6.1%	-3.6%[60.1 µM]	-3.9%	nt	-12.2%	-7.8%	-11.3%
POLB inh	3.7%	-1.2%	-16.9%	2.4%	13.0%	-0.6%	nt	17.6%
Apoferritin bind	-5.3%	-6.6%	-2.1%	-11.0%	0.0%	-6.5%	nt	-10.8%
APEX1 inh	-4.9%	11.3%	nt	1.9%	3.8%	12.4%	29.8%	-0.2%
POLI inh	13.3%	-3.3%[58.9 µM]	-4.7%	?	nt	11.2%	?	34.2%
BLM helicase inh	-2.0%	-2.9%	-1.7%	-0.3%	-10.3%	-0.4%	nt	2.0%
Glioma ERSR ind	-3.8%	-2.7%	-5.6%	2.0%	nt	-1.6%	-4.1%	-6.5%
LDHA block	-11.2	-4.9	5.2	-1.8	nt	-2.4	-5.5	-22.6

Some of the entries above in a different format:
Each structure is followed by: Pol eta inh	Pol kappa inh	POLB inh	Apoferritin bind	APEX1 inh	POLI inh	BLM helicase inh	Glioma ERSR ind	LDHA block
22	COc1ccccc1C(=O)N1C(CC(=O)Nc2ccc(C)c(C)c2)C(=O)NC2CCCCC21 (stereo unspecified)
 : -0.9%	-12.2%	-0.6%	-6.5%	12.4%	11.2%	-0.4%	-1.6%	-2.4
17	O=C(Oc1cccc(NC2=NS(=O)(=O)c3ccccc32)c1)c1ccncc1
 : -18.7%	-13.6%	3.7%	-5.3%	-4.9%	13.3%	-2.0%	-3.8%	-11.2

(cont.)
25. O=C(Nc1ccc(N2CCOCC2)cc1)C1(S(=O)(=O)c2ccccc2)CC1
26. CCCSCCCNC(=O)Cn1cc2c(n1)CCC(C)C2 (stereo unspecified)
27. CC(=O)Nc1ccc(S(=O)(=O)N2CCCN(c3nc(C)cc(C)c3C#N)CC2)cc1
28. CC(C)c1nc(SCC(=O)Nc2ccc(N(C)C)cc2)c2ccccc2n1
29. CC(=O)NC(CC(=O)OCC(=O)N1CCN(S(=O)(=O)c2ccc(C)cc2C)CC1)c1ccccc1 (stereo unspecified)
30. O=C(CN1CCOCC1)N/N=C/c1ccc(-c2ccc(C(=O)O)cc2)o1
31. O=C(C1CCCO1)N1CCN(c2ncccn2)CC1 (stereo unspecified)
32. CCCc1cc(=O)oc2c3c(cc(OCC(=O)NCc4ccccn4)c12)OC(C)(C)CC3
entry no.	25	26	27	28	29	30	31	32
Pol eta inh	-2.9%	-14.9%	-14.8%	-16.1%	-4.5%	39.8µM*	?	?
Pol kappa inh	-5.1%	-15.1%	7.0%	-11.8%	-5.0%	-28.9%	-17.3%	10.3%
POLB inh	3.0%	21.1%	?	0.1%	nt	?	-20.0%	32.2%
Apoferritin bind	-11.8%	-6.0%	-13.6%	?	nt	-10.0%	-5.7%	-11.7%
APEX1 inh	-1.7%	0.6%	-8.7%	-1.4%	-20.8%	?	-7.5%	-3.8%
POLI inh	-10.0%	19.6%	-7.6%	26.0%	-9.1%	-0.3%	?	31.0%[activator]
BLM helicase inh	-2.2%	-0.7%	-6.5%	-4.0%	nt	1.8%	-3.7%	-8.1%
Glioma ERSR ind	0.8%	1.9%	-0.2%	-4.4%	3.4%	-1.9%	-4.9%	2.9%
LDHA block	6.9	1.4	-2.0	-5.0	-9.9	-13.0	2.4	3.3

Results in POLI inh, BLM helicase inh and Pol kappa inh, for some of the entries so far:
entry	Structure	POLI inh	BLM helicase inh	Pol kappa inh
9	CC(C)Oc1cccc(C(=O)NC(=S)Nc2ccc(N3CCN(C)CC3)cc2)c1	-11.4%	-7.3%	-0.9%
2	O=C(c1ccncc1)N1CCN(C(=O)c2cccs2)CC1	11.5%	1.0%	1.0%
6	COc1ccc(OC)c(NC(=O)c2ccc(NC3=NC4CS(=O)(=O)CC4S3)cc2)c1 (stereo unspecified)	52.6%[activator]	-3.7%	4.0%
13	CC(=O)Nc1ccc(NC(=O)C2CCCN2S(=O)(=O)c2cccc(C(F)(F)F)c2)cc1 (stereo unspecified)	22.6%	-4.5%	3.2%

(next part)
33. COc1ccc(C(=O)Nc2ccccn2)cc1S(=O)(=O)N1CCOCC1
34. O=Cc1ccc(C(=O)OCC(=O)NCCC2=CCCCC2)cc1
35. COCCn1c(SCC(=O)Nc2ccc(S(=O)(=O)N3CCOCC3)cc2)nc2ccccc21
36. Cn1ccnc1Sc1ccc(/C=N/NC(=O)c2ccccc2O)cc1[N+](=O)[O-]
37. Cc1ccc(-n2nnnc2SCC(=O)NC(=O)Nc2ccc3c(c2)OCCO3)cc1
38. Cc1ccc(CNC(=O)Cn2c(=O)n(-c3ccc(C)cc3)c(=O)c3c2c2cc(C)ccc2n3C)cc1
39. O=C(c1ccc2c(c1)OCCO2)N1CCCC(CNS(=O)(=O)c2cccs2)C1 (stereo unspecified)
entry no.	33	34	35	36	37	38	39
Pol eta inh	-16.8%	-7.5%	-13.4%	-10.0%	-6.2%	0.6%	-17.2%
Pol kappa inh	-1.4%	-13.6%	-8.0%	-9.9%	-6.2%[60.1 µM]	?	-13.8%
POLB inh	13.8%	nt	-11.8%	10.2%	20.1%	2.4%	1.6%
Apoferritin bind	-5.4%	nt	-7.4%	-3.7%	-23.5%	43.3%[activator]	-12.3%
APEX1 inh	-5.9%	-4.4%	-3.1%	-4.4%	-2.1%	nt	2.3%
POLI inh	27.8%	20.8%	-7.2%	1.1%	15.3%	?	-12.4%
BLM helicase inh	-2.6%	nt	-3.8%	-0.3%	-1.3%	2.1%	-0.9%
Glioma ERSR ind	-0.6%	-0.8%	-3.1%	5.8%	4.5%	1.5%	0.2%
LDHA block	-9.3	-4.9	-3.3	-6.5	-7.4	0.1	-5.5
